# TEAD-YAP block: TEAD-YAP interaction inhibition, primary screen, TEAD-YAP interaction inhibitor project, luminescence, HEK-TIYL cells. TEAD-Gal4/YAP UAS-luciferase luminescence. inhibition, % at 9.12 µM. 1.4% of 640,000 active; in the data active means inhibition above about 32%;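 further: 0% = median of test compound wells and 100% = reference inhibitor wells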
# GPR151 ag: activators of human GPR151, primary screen, cell-based, PathHunter beta-arrestin, luminescence; G-protein coupled receptor 151 (Homo sapiens), Q8TDV0; 1% of 650,000 active; activation, % at 11.2 µM; AID 1508602, 2020; PathHunter beta-arrestin GPR151 cells; in the data active means activation above about 4.9%;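 further: 0% = median of compound wells and 100% = cells with positive control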
# Target sequence (Q8TDV0 whole entry, looked up): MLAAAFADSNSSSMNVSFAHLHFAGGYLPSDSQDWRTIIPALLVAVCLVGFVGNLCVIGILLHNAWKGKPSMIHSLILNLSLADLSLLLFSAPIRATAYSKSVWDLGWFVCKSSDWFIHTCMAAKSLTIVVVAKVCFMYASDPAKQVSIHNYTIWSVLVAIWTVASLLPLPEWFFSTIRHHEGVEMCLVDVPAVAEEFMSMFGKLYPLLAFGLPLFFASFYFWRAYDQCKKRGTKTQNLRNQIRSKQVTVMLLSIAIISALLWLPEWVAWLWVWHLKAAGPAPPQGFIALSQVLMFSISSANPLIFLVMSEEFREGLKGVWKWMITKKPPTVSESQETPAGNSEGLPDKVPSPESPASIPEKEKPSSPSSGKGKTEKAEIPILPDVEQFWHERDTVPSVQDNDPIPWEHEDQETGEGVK
# MITF primary: MITF inhibitors, primary screen, biochemical, AlphaScreen, human. AID 1259374, 2018. 0.91% of 650,000 active. inhibition, % at 2.6 µM. AlphaScreen MITF homodimerization, bead proximity signal; in the data active means inhibition above about 50%;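 further: 0% = vehicle wells with protein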
# Target sequence (O75030 whole entry, looked up): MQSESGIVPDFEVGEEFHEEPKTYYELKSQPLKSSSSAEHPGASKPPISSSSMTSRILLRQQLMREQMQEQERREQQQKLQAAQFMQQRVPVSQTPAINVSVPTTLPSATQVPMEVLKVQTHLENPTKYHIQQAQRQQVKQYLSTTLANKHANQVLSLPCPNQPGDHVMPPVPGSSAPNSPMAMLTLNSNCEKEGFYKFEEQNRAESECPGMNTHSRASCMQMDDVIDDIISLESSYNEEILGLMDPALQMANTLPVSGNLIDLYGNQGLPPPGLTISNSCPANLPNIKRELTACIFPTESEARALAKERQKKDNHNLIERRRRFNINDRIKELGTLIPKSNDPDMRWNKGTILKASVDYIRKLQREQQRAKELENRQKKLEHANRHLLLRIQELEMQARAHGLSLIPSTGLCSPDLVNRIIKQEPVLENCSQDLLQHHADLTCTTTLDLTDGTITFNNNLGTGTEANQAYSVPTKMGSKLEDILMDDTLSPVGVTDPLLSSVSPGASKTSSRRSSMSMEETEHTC
# FBW7 act: FBW7 E3 ligase activators, primary screen, biochemical, AlphaScreen, human; AlphaScreen FBW7–phospho-cyclin E peptide binding, activator screen; normalized activity (activation), % at 26.1 µM; 0.13% of 650,000 active; in the data active means normalized activity above about 1.9%;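 further: purified mutant Fbw7 with reduced substrate affinity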
# Numbers without * were called inactive; / = no result given; & = joins results of further samples.
structure,FBW7 act,GPR151 ag,MITF primary,TEAD-YAP block
CCc1ccc(NS(=O)(=O)c2c[nH]c(C(=O)OC)c2)cc1,0.4,0.6,-0.5,16.5
CCCNC(=O)Cn1nc(C)n2cccc2c1=O,0.0,-1.5,-2.4,6.9
Nc1c(C(=O)Nc2ccccn2)sc2nc(-c3cccs3)cc(C(F)(F)F)c12,0.0,0.9,-9.0,1.3
Cc1ccc(N2CC(C(=O)NCC3CCCO3)CC2=O)cc1 (stereo not given),0.0,0.0,0.2,-2.2
CCOCCCNC(=O)c1cc2c(C)nc3ccccc3c2o1,-0.1,0.7,-3.5,-4.0
CC1(C)CC(=O)C2=C(C1)N(c1ccc(S(N)(=O)=O)cc1)C(N)=C(C#N)C2c1ccc(Br)s1 (stereo not given),0.7,2.0,1.9,-5.3
O=C(/C=C/c1ccccc1)C1=C(O)C(=O)N(CCO)C1c1ccc2c(c1)OCO2 (stereo not given),0.0,-0.4,1.5,7.8
O=[N+]([O-])c1ccc(C2=Nn3c(nnc3-c3ccc4c(c3)OCO4)SC2)cc1,0.0,0.5,-9.0,-1.8
Cc1ccc(C2CC(=O)NC3=C2C(=O)CC(C)(C)C3)cc1 (stereo not given),-0.2,1.1,-6.8,-3.9
Cc1ccc(-c2nc3ccccc3c(=O)n2NC(=O)c2ccccc2F)cc1C,0.0,-0.3,-13.9,21.0
CCOc1ccc(C(=O)N/N=C(\C)c2cccc([N+](=O)[O-])c2)cc1,0.1,0.6,-13.3,-18.3
C=CCNC(=O)c1ccc(S(=O)(=O)N2CC(C)CC(C)C2)cc1 (stereo not given),0.0,-2.1,11.4,8.5
O=P(O)(O)O[C@H]1[C@H](O)[C@@H](O)[C@H](OP(=O)(O)O)[C@@H](OP(=O)(O)O)[C@H]1O,/,-0.2,27.8,/
Cc1ccc(Nc2ncnc(N)c2[N+](=O)[O-])cc1Cl,-0.1,9.1*,-3.6,6.5
COC(=O)c1ccc(/C=C(\C#N)C(=O)Nc2ccc([N+](=O)[O-])cc2C)cc1,0.5,2.5,-7.4,-1.8
COc1ccc(COC(=O)C2=C(C)NC3=C(C(=O)CCC3)C2c2ccc(F)c(F)c2)cc1 (stereo not given),-0.1,-1.3,5.8,1.8
O=C(Cn1c2ccccc2c(=O)c2ccccc21)Nc1nc2c(Cl)cccc2s1,0.3,-1.4,25.0,6.4
COc1ccc(S(=O)(=O)N(CC(=O)NCCSc2ccccc2)c2ccc(Cl)cc2)cc1,-0.1,0.1,-0.2,3.0
O=C(Nc1ccc(F)cc1)c1ccc2c(c1)OCCO2,-0.4,-7.3,-1.1,58.9*
OCc1ccccc1-c1cnc2ccc(NCc3ccco3)nn12,0.0,0.0,1.4,-10.2
COc1ccc(CC(=O)O/N=C(\N)c2ccc(I)cc2)cc1,0.0,0.2,-5.4,0.3
FC(F)(F)c1cccc(N2N=C(c3ccc(Br)cc3)CC2c2ccccc2Cl)c1 (stereo not given),-0.1,0.4,-77.7,14.8
N/C(=N\OC(=O)Cc1ccc(-c2ccccc2)cc1)c1cccnc1,-0.1,-0.8,-2.1,12.8
Cn1c(SCC2CCCO2)nnc1-c1ccccc1O (stereo not given),0.4,0.2,10.3,61.1*
Cc1ccc(S(=O)(=O)N2CCN(CC(=O)N3CCOCC3)CC2)cc1,-0.3,3.2,3.3,-6.8
CCOc1ccccc1C(=O)Nc1c2c(nn1-c1ccccc1C)CSC2,-0.1,0.8,1.3,-11.9
CN1CCN(C(=O)c2ccc3c(=O)n(Cc4cccc(Br)c4)c(=S)[nH]c3c2)CC1,-0.1,1.3,-3.0,-8.2
O=C(NCCNc1ncnc2sc3c(c12)CCCC3)c1ccccc1F,-0.1,0.0,13.0,10.7
CCOC(=O)N/N=C/C=C/c1ccccc1,-0.1,0.5,12.1,-43.6
CN=C1SC(C(=O)O)CC(=O)N1C (stereo not given),0.0&1.2,-0.3&0.3,-0.9&0.6,5.3&5.6
COc1nn(C)cc1C(=O)Nc1ccc(C(=O)NCCCn2ccnc2)cc1,-0.1,1.0,9.3,-1.6
O=C(CN1c2cccc3cccc(c23)S1(=O)=O)Nc1ccc(OC(F)(F)F)cc1,0.1,1.5,-3.3,4.9
N#C/C(=C/c1ccc(O)c(Cl)c1)c1ccc([N+](=O)[O-])cc1,1.0,-1.8,16.7,27.5
COc1ccc(C2Nc3ccc(C(=O)c4ccccc4)cc3NC3=C2C(=O)CC(C)(C)C3)cc1 (stereo not given),0.1,-0.5,8.0,15.5
CCn1c(Cc2ccccc2)nnc1SCC(=O)Nc1ccccc1C#N,0.0,0.2,16.9,-2.3
CC(C)(C)NC(=O)COC(=O)c1ccc(C=O)cc1,0.2,2.2,6.8,2.6
COc1ccc(N(/C=C2\Sc3ccccc3C2=O)C(C)=O)cc1,0.5,-7.9,19.3,51.4*
CCOc1ccc(NC(=O)c2cc(OC)cc(OC)c2)c([N+](=O)[O-])c1,-0.1,-1.8,12.9,-16.6
CC1CCN(C(=O)c2ccc(NC(=O)C(=O)Nc3ccc(F)c(Cl)c3)cc2)CC1,0.4,-0.1,4.2,5.8
O=C1CCCN1CCCNc1cc(NCc2ccc3c(c2)OCO3)ncn1,-0.1,-0.9,13.6,-6.4
Cc1cccc(CNC(=O)C2CC23CCN(CCC(C)c2ccc(C)o2)CC3)n1 (stereo not given),0.0,0.8,-4.2,-1.7
CC1=CC(C)(C)N(C)c2cc(C3(C)CC(C)(C)N(C)c4ccccc43)ccc21 (stereo not given),0.1,-1.7,-9.2,4.4
CC(C)=NOCc1cccc(-c2cc(-c3ccccc3)no2)c1,0.0,0.7,-24.6,/
Cc1ccc(NC(=O)C2CCCN2S(=O)(=O)c2cccc3cccnc23)c(Cl)c1 (stereo not given),0.1,0.8,-0.1,-25.1
COCCSc1nnc(CCNC(=O)/C=C/c2ccc(OC)cc2)n1C,-0.1,2.8,1.0,6.1

# Record cards, from the list above:
# COC(=O)c1ccc(/C=C(\C#N)C(=O)Nc2ccc([N+](=O)[O-])cc2C)cc1 across the screens: FBW7 act = 0.5; GPR151 ag = 2.5; MITF primary = -7.4; TEAD-YAP block = -1.8
# COc1ccc(CC(=O)O/N=C(\N)c2ccc(I)cc2)cc1 across the screens: FBW7 act = 0.0; GPR151 ag = 0.2; MITF primary = -5.4; TEAD-YAP block = 0.3

# Additional compounds:
structure,FBW7 act,GPR151 ag,MITF primary,TEAD-YAP block
COc1ccc(OC)c(Nc2ccc3nonc3c2[N+](=O)[O-])c1,-0.1,-0.6,7.0,1.3
Cc1ccc2nc(-c3ccsc3)c(NCC(=O)NN)n2c1,0.1,1.9,3.3,-28.7
O=c1oc2cc(OCc3ccc([N+](=O)[O-])cc3)ccc2c2c1CCC2,0.0,2.5,10.9,-2.5
CN(C)CCN(C)Cc1cccc2ccccc12,0.1,0.6,59.8*,4.0
CC(CCOC1=NS(=O)(=O)c2ccccc21)NC(=O)C(=O)Nc1ccccc1 (stereo not given),0.0,-0.7,18.4,-21.0
CSCCNCc1ccc(OCC(O)CN2CCc3ccccc3C2)cc1 (stereo not given),0.0,0.7,-11.6,5.3
COc1ccc(C(=O)Sc2nc(C)cc(C)n2)cc1,-0.2,-0.2,-7.4,-1.1
CC(=O)N1c2ccc([N+](=O)[O-])cc2C(C)(c2ccccc2)CC1(C)C (stereo not given),-0.7,-1.0,6.5,-1.0
CC(=O)c1cccc(-c2nc(NCCc3ccc(O)cc3)c3[nH]cnc3n2)c1,-0.1,1.4,-0.8,17.9
CC(=O)c1c(C)oc2c1cc(NS(=O)(=O)c1ccc(C)c([N+](=O)[O-])c1)c1ccccc12,0.7,-0.1,2.7,4.1
O=C(Nc1ccc2[nH]ncc2c1)[C@@H]1CCCN1C(=O)C(O)c1ccc(C(F)(F)F)cc1 (stereo not given in full),0.2,-1.2,10.1,-2.2
COc1ccc(/C=C2N=C(/C=C/c3ccccc3)OC/2=O)cc1OC(C)=O,-0.1,-0.6,-2.7,-5.2
C/C(N)=C(/C#N)C(=O)COC(=O)c1cc(C)n(-c2ccc(F)cc2)c1C,-0.4,3.4,-6.5,-16.5
O=C(NCCN1Cc2ccccc2OC(c2ccccc2F)C1)c1ccc[n+]([O-])c1 (stereo not given),0.1,-0.1,3.4,-4.7
CCOC(=O)CCc1c(C)nn(-c2ccc(Cl)nn2)c1C,0.1,-0.7,0.9,-3.8

# 3 structures from above, arranged by length of the SMILES, smallest number first:
structure,FBW7 act,GPR151 ag,MITF primary,TEAD-YAP block
CCOC(=O)CCc1c(C)nn(-c2ccc(Cl)nn2)c1C,0.1,-0.7,0.9,-3.8
CSCCNCc1ccc(OCC(O)CN2CCc3ccccc3C2)cc1 (stereo not given),0.0,0.7,-11.6,5.3
O=C(NCCN1Cc2ccccc2OC(c2ccccc2F)C1)c1ccc[n+]([O-])c1 (stereo not given),0.1,-0.1,3.4,-4.7

# Next section.
structure,FBW7 act,GPR151 ag,MITF primary,TEAD-YAP block
Cc1ccc(NC(c2ccccc2)(c2ccccc2)c2ccccc2)cc1C,0.1,0.4,7.2,-12.5
COc1cc(C#N)ccc1OCC(=O)Nc1cccc(C)c1C,-0.2,1.7,0.6,8.2
CC(C)C(=O)NC(C)c1nnc2n1CCN(Cc1ccco1)CC2 (stereo not given),0.1,11.6*,-24.3,-6.8
O=C(Nc1nn2c(-c3ccccc3)nnc2s1)c1ccccc1,0.1,-2.0,-3.6,-16.6
Cc1ccc(-c2nc3ccccc3[nH]2)cc1NC(=O)c1sc2ccccc2c1Cl,0.1,-0.4,10.0,-1.7
CC(NC(=O)c1cc([N+](=O)[O-])ccc1Sc1nnnn1C)C12CC3CC(CC(C3)C1)C2 (stereo not given),0.2,4.0,5.0,14.0
CCOC(=O)c1c(NC(=O)COC(=O)c2cn(CC)c3nc(C)ccc3c2=O)sc2c1CCCC2,0.1,1.5,11.5,11.0
CC(NC(=O)C(=O)NCc1ccc2c(c1)OCO2)c1ccccc1 (stereo not given),-0.1,0.9,-28.2,-4.3
CCCCOc1cccc(C(=O)Nc2ccc3c(c2)OCCO3)c1,0.4,-0.8,6.5,-20.9
COc1ccc(C)cc1N(C)C(=O)Cn1ncc2c1-c1ccccc1OC2,-0.4,1.9,6.7,26.2
Nc1nnc(SCC(=O)NC2CCCc3ccccc32)s1 (stereo not given),-0.2,-0.2,9.3,0.1
O=c1oc2ccccc2cc1-c1cnc(N2N=C3/C(=C/c4ccc(Cl)cc4)CCCC3C2c2ccc(Cl)cc2)s1 (stereo not given),0.3,-0.7,18.1,19.9
CS(=O)(=O)N1CCC(NC(=O)Cc2ccccc2)CC1,-0.1,1.0,2.6,-4.7
CCc1ccc(OCC(=O)Nc2cc(C)ccn2)cc1,-0.2,0.6,51.5*,4.9
c1csc(-c2cnc3ccc(NC4CCOCC4)nn23)c1,0.0,-1.2,-8.4,46.7*
Cc1ccc2c(c1)CN(C(=O)CCC(=O)c1ccccc1)CC(C)O2 (stereo not given),0.2,-1.6,11.1,6.8
Cc1cccc2cc(C#N)c(SCC(=O)Nc3ccccc3N3CCOCC3)nc12,0.0,-0.7,11.0,0.4
CCc1nnc(NC(=O)c2ncn[nH]2)s1,-0.6,0.8,8.4,8.3
Cc1ccc(C2C=C(c3ccc(Br)cc3)Nc3nc(CCCO)nn32)cc1 (stereo not given),0.2,-0.8,8.2,13.1
COc1ccc(OCC(=O)Nc2cccnc2)cc1,0.1,2.2,-15.8,-46.4
COc1ccc(C2C3C(=O)N(c4ccc(C)cc4)C(=O)C3ON2c2ccc(Cl)cc2)c(OC)c1 (stereo not given),0.0,0.0,6.8,0.8
CNc1ccc(C(=O)N(Cc2ccc(F)cc2)Cc2ccco2)cc1[N+](=O)[O-],-0.4,0.0,18.6,-4.8
Cc1cc(NC(=O)CCCN2C(=O)c3ccccc3C2=O)c2ccccc2n1,0.5,0.6,12.1,14.2
CC(C)(C)c1ccc(C(=O)Oc2ccc(I)cc2)cc1,0.0,-1.0,6.6,-12.8
Cc1c(Cl)cccc1Nc1ncnc2ccc(Br)cc12,-0.1,0.9,-8.6,-3.3
CCCc1cc(C(=O)N2CCc3c(cnc(C)c3CNC(=O)CSC)C2)n(C)n1,-0.1,1.3,3.0,12.5
Cn1c(=O)cc(OCC(=O)NC2CCCC2)c2ccccc21,0.3,1.2,4.5,-12.5
CCOC(=O)c1cccc(-n2ncc3ccc(C(N)=O)cc32)c1,0.0,-0.1,0.9,3.2
COC(=O)CCCC(=O)N1CCCCC1c1cccnc1 (stereo not given),0.0,-1.9,-11.0,-10.3
CC(C)(C)NC(=O)Cn1ncc2cccn2c1=O,0.2,0.3,22.4,-0.1
O=C(Nc1cc(Cl)ccc1O)c1ccc(Br)o1,-0.1,3.3,-3.1,-8.1
CCC1CCCCN1CCN1C(=O)C2C(C(=O)Nc3ccc(OC)cc3)C3C=CC2(O3)C1C(=O)NC1CCCC(C)C1C (stereo not given),0.2,-0.2,3.6,-1.8

# Assay outcomes deposited in PubChem BioAssay by The Scripps Research Institute Molecular Screening Center.
